Rab9 prom act = activators of Rab9 promoter; Huh7 Rab9 promoter-luciferase reporter, luminescence, 24 h; Potency, µM (top dose mostly 9.22 µM), inactives show at the top dose activation, negative = inhibition, actives largely listed as activators; hit rate 2.8% among 320,000; AID 485297; also: % of control where 0% means no effect; nearly all actives have a fitted effect of over 60% in size
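Cells were plated at 1500 per well in reduced-serum medium with 10% FBS and left 2 h. Compound in DMSO was then added for 24 h at 37 °C. Reporter signal was read by luminescence after 10 min with luciferase detection reagent.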
p53 reactivator = mutant p53 re-activation in reporter cells; hit rate 0.063% among 320,000; H1299 p53-A138V BP100-luciferase reporter, luminescence, 24 h; AID 504706; Potency, µM (highest dose often 92.2 µM), for inactives: at the top dose activity change, positive = activation, most hits filed as activators; also: % of control where 0% means no effect; nearly all actives have a fitted effect of over 45% in size
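p53-null H1299 cells stably carrying temperature-sensitive p53-A138V and a BP100-luciferase reporter were pinned with compounds (4-point, 1:5 series) and held 24 hrs at 37 deg C. Luminescence was read 10 min after detection reagent.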
uPA surface inh = cell surface uPA generation inhibition; cell surface uPA generation assay, qHTS; Potency, µM (series often up to 38.3 µM), for inactives: at the top dose activity change, negative = inhibition, most hits filed as inhibitors; hit rate 0.31% among 330,000; AID 540303; active = well fitted inhibition curve with a large enough effect; inconclusive = small, poorly fitted or top-dose-only effect; inactive = no such curve, though single readings can be large or run the other way; tested in mouse RAW 264.7 cells; also: % is scaled to controls: 0 for no effect and ±100 for the full control effect; nearly all actives have a fitted effect of over 55% in size
RORgamma inh = ROR gamma (mouse) transcription inhibition | P51450 | Drosophila S2 Gal4-RORgamma UAS-luciferase reporter, 20 h | Potency, µM (titrated, usually from 53.6 µM), for the others: at the top dose activity change, negative = inhibition, actives largely listed as inhibitors | hit rate 5.4% among 310,000 | AID 2551; also: % is scaled to controls: 0 for no effect and ±100 for the full control effect; nearly all actives have a fitted effect of over 60% in size
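Stable Schneider cell line, Gal4 DNA-binding domain fused to ROR gamma, UAS-luciferase. Cmpd 1 hr RT → CuSO4 700 uM final → 20 hr RT → luciferase reagent 10 min → luminescence.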
FLuc counter = inhibits or activates purified firefly luciferase, miR-21 counter-screen | P08659 | purified FLuc, Km substrates, luminescence inhibition | Potency, µM (titrated, usually from 57.5 µM), for inactives: at the top dose activity change, negative = inhibition, usual class: inhibitors | hit rate 6.9% among 360,000 | AID 588342;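 also: plate controls were vehicle for no effect and reference inhibitor for full effect; nearly all actives have a fitted effect of over 55% in size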
Target sequence (P08659 whole entry, looked up): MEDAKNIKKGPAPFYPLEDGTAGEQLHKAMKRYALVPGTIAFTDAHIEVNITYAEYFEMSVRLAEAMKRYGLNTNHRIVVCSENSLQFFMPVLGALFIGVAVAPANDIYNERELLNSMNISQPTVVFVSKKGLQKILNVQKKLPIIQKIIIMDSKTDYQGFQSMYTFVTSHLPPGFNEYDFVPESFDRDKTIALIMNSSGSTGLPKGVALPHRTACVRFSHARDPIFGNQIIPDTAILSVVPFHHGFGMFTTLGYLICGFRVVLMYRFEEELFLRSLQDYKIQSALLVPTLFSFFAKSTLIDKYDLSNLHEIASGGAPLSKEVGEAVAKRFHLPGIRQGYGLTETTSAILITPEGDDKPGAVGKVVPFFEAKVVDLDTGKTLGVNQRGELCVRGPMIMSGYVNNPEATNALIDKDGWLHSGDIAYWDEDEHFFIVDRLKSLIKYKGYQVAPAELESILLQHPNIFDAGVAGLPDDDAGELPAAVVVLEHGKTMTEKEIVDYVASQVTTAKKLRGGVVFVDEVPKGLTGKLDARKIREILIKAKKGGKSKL
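Biochemical qHTS of compounds, final roughly 60 µM downward over six points, against 10 nM purified firefly luciferase using Km concentrations of substrates (10 uM D-luciferin, 10 uM ATP) in Tris acetate pH 7.5 buffer; luminescence output.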
BRCA1 expr up = increases BRCA1 expression | MCF7-BRCA1-FFLuc reporter, luminescence, 48 h; response scale: scaled: vehicle 0%, 10 µM genistein 100% | Potency, µM (doses to about 46.1 µM), for inactives: at the top dose activation, most hits filed as activators | hit rate 1.1% among 380,000 | AID 624202; also: nearly all actives have a fitted effect of over 80% in size; some results filed as inactive show a strong effect at the top dose
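Cells: MCF7-BRCA1-FFLuc, 2000/well. Exposure: 48 h, 37 °C, 5% CO2. Read: luminescence, 15 min post-substrate. Controls: genistein 10 microM (maximal activation), DMSO (neutral).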
VP16 counter = Gal4-VP16 reporter inhibition counter-screen; Potency, µM (highest dose often 53.6 µM), for inactives: top-dose activity, negative = inhibition, hits mostly inhibitors; hit rate 3.5% among 310,000; Drosophila S2 Gal4-VP16 UAS-luciferase, luminescence, 20 h;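 also: Gal4-VP16 expression switched on by copper sulfate through the metallothionein promoter; % is scaled to controls: 0 for no effect and ±100 for the full control effect; nearly all actives have a fitted effect of over 50% in size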
ELG1 genotoxic = inducers of genotoxicity in HEK293T ELG1-luciferase cells | Potency, µM (series often up to 46 µM), without a hit: at the highest dose activity change, positive = activation, most hits filed as activators | HEK293T ELG1-luciferase reporter, luminescence, 16 h | hit rate 1.3% among 330,000; also: % of control where 0% means no effect; nearly all actives have a fitted effect of over 60% in size
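Quantitative HTS format in 1536-well plates. HEK293T ELG1-luciferase reporter cells receive test compound and are incubated 16 hr at 37 °C, 5% CO2; ONE-Glo added, 30 min room temperature, then luminescence read.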
NPC1 prom act = activates the NPC1 promoter. Huh7 NPC1 promoter luciferase reporter, 24 h. AID 485313. hit rate 2.4% among 320,000. Potency, µM (series often up to 9.22 µM), for inactives: top-dose activation, usual class: activators;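 also: % of control where 0% means no effect; nearly all actives have a fitted effect of over 60% in size; reporter is driven by a mutant NPC1 promoter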
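Readout is luciferase luminescence, reflecting NPC1 promoter activation in stably transfected Huh7 cells after 24 h compound exposure at 37 °C in reduced-serum medium with 10% FBS.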
MBNL1 CUG block = MBNL1-poly(CUG) RNA binding inhibition; TR-FRET MBNL1-His/biotin-(CUG)12 binding, 665/545 ratio; Potency, µM (doses to about 57.5 µM), for inactives: top-dose activity change, negative = inhibition, hits mostly inhibitors; hit rate 0.036% among 280,000; active = well fitted inhibition curve with a large enough effect in the signal ratio, with a control signal flat, not every such curve was filed as active; inconclusive = small, poorly fitted or top-dose-only effect, or effect the other way, or a change in a side signal; inactive = no such curve, though single readings can be large or run the other way; the % refers to the signal ratio; also: % is scaled to controls: 0 for no effect and ±100 for the full control effect
Target sequence (Q9NR56 whole entry, looked up): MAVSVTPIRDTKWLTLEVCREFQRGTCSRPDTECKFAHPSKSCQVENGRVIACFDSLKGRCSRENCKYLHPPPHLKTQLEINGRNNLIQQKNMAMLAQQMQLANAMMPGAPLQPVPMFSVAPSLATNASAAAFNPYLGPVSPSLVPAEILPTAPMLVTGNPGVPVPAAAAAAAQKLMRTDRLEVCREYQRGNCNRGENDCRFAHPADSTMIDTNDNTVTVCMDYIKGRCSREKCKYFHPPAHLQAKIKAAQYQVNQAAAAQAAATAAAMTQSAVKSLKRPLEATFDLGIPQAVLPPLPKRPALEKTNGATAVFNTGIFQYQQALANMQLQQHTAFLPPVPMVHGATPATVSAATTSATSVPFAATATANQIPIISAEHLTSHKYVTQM
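Compound titration spanned 92 nM–58 uM against the MBNL1-His/biotin-(CUG)12 complex. After 60 min at room temperature with 5 nM streptavidin-XL665 and 0.055 ng/ul terbium anti-His, ratiometric 665/545 nm emission (Ex 340 nm) normalized to controls.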
Numbers without * were called inactive; u = inconclusive; x = not tested or not shown; [ ] = remark or other dose. Unless noted, calls follow the shape of the dose curve; as a rule, active = well fitted curve in the direction sought with a large enough effect; inconclusive = small, poorly fitted or top-dose-only effect, or another doubt; inactive = no such curve, though single readings can be large; an effect the other way counts as inactive or inconclusive. Potency is read from the fitted curve at half-maximal effect. Not a hit list; about 13% have a hit in one of these screens.

SMILES | Rab9 prom act | p53 reactivator | uPA surface inh | RORgamma inh | FLuc counter | BRCA1 expr up | VP16 counter | ELG1 genotoxic | NPC1 prom act | MBNL1 CUG block
Cc1ccccc1NC(=O)c1cc(S(=O)(=O)N2CCCCC2)cs1 | 6.4% | -4.0% | 2.8% | 1.5% | 4.0% | -38.4% | 0.0% | -7.8% | 14.9% | 0.0%
Cc1ccc(C2(c3ccc(C)cc3)NC(=O)N(Cc3c(C)noc3C)C2=O)cc1 | -0.6% | -10.2% | 3.2% | -27.7% | -1.5% | -60.0% | 7.5% | 12.4% | -3.5% | -1.5%
Cc1cc2n(n1)C(c1ccsc1)Nc1ccccc1-2 (stereo not drawn) | 2.1% | -3.0% | -5.6% | 18.1% | -10.9% | -42.8% | u | -6.5% | -2.2% | -5.5%
CCNC(=O)COn1c(SCC(=O)NCC)nc2ccccc2c1=O | 3.4% | 3.0% | 0.7% | -5.8% | 1.1% | -0.6% | 4.0% | 7.7% | -3.2% | -9.0%
O=C(NC1CC1)C(=O)c1c(-c2ccccc2)[nH]c2ccccc12 | -6.6% | -4.3% | 1.2% | -16.4% | u | -31.2% | -10.8% | -0.8% | -1.9% | -0.8%
COc1cc(C=O)ccc1Oc1ccc(S(=O)(=O)N2CCOCC2)cc1[N+](=O)[O-] | x | 16.5% | -0.9% | x | x | -15.7% | x | 2.0% | x | x
O=C1/C(=C/Nc2cccc([N+](=O)[O-])c2)CCc2ccccc21 | 2.51µM* | u | -2.6% | 40.4%[10 µM] | 2.69µM* | u | u | u | 2.82µM* | x
O=C(Nc1ncc2c(n1)-c1ccccc1CC2)c1ccc(Cl)cc1 | 7.8% | -1.8% | x | 8.1% | u | -45.2% | 1.6% | -7.4% | 12.6% | -4.3%
CNC(=S)Nc1cccc(-c2cnc3ccccc3n2)c1 | u | 10.5% | -6.2% | u | 16.9µM* | 57.4% | -14.4% | u | u | u
CN(CCOc1ccc(Cl)cc1)CC(O)c1ccccc1 (stereo not drawn) | 1.9% | -5.2% | -11.6% | -3.4% | -0.4% | -24.0% | -3.6% | -1.1% | 7.2% | -6.4%
Cc1nn(C(=O)c2ccc([N+](=O)[O-])cc2)c(C)c1Br | -1.6% | 2.1% | -0.7% | 9.0% | 0.6% | 4.4% | -15.2% | 1.5% | -3.4% | u
COc1cc(OC)cc(-n2nc(C(=O)N3CC(C)CC(C)C3)c3ccccc3c2=O)c1 (stereo not drawn) | -0.3% | -0.5% | x | u | -1.7% | -29.7% | 5.9% | 0.2% | -8.7% | -6.0%
CCn1cc(C(=O)NC2CCCCCC2)c(=O)c2ccc(C)nc21 | 11.3% | u | u | 2.7% | -2.5% | 0.0% | -4.2% | -8.4% | 0.2% | -8.9%
CN(C)C(CNC(=O)c1ccc(NS(=O)(=O)c2cccc([N+](=O)[O-])c2)cc1)c1ccco1 (stereo not drawn) | 19.0% | 3.2% | 0.3% | -34.5% | 1.5% | 0.3% | 0.8% | -1.5% | -0.5% | u
CCn1c(COc2ccccc2C)nnc1SCc1nc2ccccc2c(=O)[nH]1 | -1.8% | -6.7% | x | 5.0% | 1.6% | x | 4.9% | -4.7% | -8.6% | -7.6%
COc1ccc(O)c(-c2cc(C(F)(F)C(F)F)nc(-c3ccccc3)n2)c1 | -0.6% | 5.3% | 7.3% | -21.8% | 4.8% | 13.8% | -8.5% | 1.7% | -6.1% | 0.7%
CSCCC(NS(=O)(=O)c1ccc(C)cc1)C(=O)N1CCN(S(=O)(=O)c2ccc(F)cc2)CC1 (stereo not drawn) | -0.2% | -1.3% | 1.9% | x | 3.3% | 1.6% | x | -2.5% | 0.7% | x
CN(C(=O)COC(=O)c1ccc(S(=O)(=O)N2CCOCC2)cc1)C1CCCCC1 | -0.9% | -0.1% | 9.5% | 2.5% | -1.2% | -3.6% | 5.2% | 3.5% | -5.5% | -0.4%
CC1(C)CCC(C)(C)NC(=S)N1 | -4.0% | -0.5% | 3.9% | 8.91µM* | -0.7% | u | u | 0.7% | -6.7% | 1.7%
CSc1ccc(CCNC(=O)CCc2nnc3ccc(NCCCN4CCCC4=O)nn23)cc1 | 2.7% | -8.2% | -10.3% | -1.2% | 4.3% | -26.8% | -3.3% | 0.3% | 3.2% | 1.7%
COC(=O)c1sc(NC(=O)C(C)c2ccccc2)nc1C (stereo not drawn) | -5.4% | -8.5% | 0.0% | 35.9% | -1.7% | 0.1% | -0.7% | 0.4% | -2.2% | -7.6%
CC(=O)c1ccc(NC(=O)CN2C(=O)/C(=C/C=C/c3ccccc3)SC2=S)cc1 | 3.3% | 5.3% | -2.4% | -3.5% | u | -16.1% | -8.1% | 4.4% | -0.6% | x
COC(=O)c1ccc(NC(=O)C2CCCN2C(=O)Nc2cccc(C(C)=O)c2)cc1 (stereo not drawn) | 4.4% | -2.9% | 3.4% | -40.6% | -2.0% | -19.9% | -0.5% | -0.3% | -6.1% | -7.1%
CC(C)(C)c1nnc2sc(SCC(=O)N3CCCCC3)nn2c1=O | x | 25.4% | -9.1% | x | x | -27.6% | x | -0.6% | x | x
COc1ccc(C)cc1N(CC(=O)Nc1cccnc1)S(=O)(=O)c1ccccc1 | -3.5% | -3.6% | -4.5% | 39.6% | -1.5% | -29.6% | 3.1% | -11.2% | -5.8% | -11.8%
Cc1ccc(/C=N/NC(=O)CSc2nc3ccccc3[nH]2)o1 | -0.1% | 7.7% | 1.1% | 7.3% | -12.9% | -29.2% | 6.8% | -0.2% | 2.1% | u
CCOC(=O)c1ccc(COC(=O)CNC(=O)CNC(=O)c2ccc(OC)cc2)o1 | 1.3% | -8.2% | -0.8% | -22.9% | 2.1% | -14.0% | 4.4% | -4.2% | -0.9% | -0.3%
COCCCNc1ncnc2ccc(C)cc12 | -1.6% | u | -7.0% | u | -16.7% | 13.7% | u | -4.1% | -4.4% | -5.1%
CC(NC1CCCC1)C(=O)Nc1ccccc1-c1ccccc1 (stereo not drawn) | -7.5% | -0.4% | -2.4% | -9.2% | 5.8% | 3.5% | -7.6% | -0.2% | -7.1% | -2.6%
COc1ccc(C(=O)N=S2CCN(C(=O)c3ccc(Cl)cc3)CC2)cc1 | -1.7% | -0.1% | 5.7% | u | 0.0% | -8.5% | 1.7% | 3.1% | -1.2% | -19.0%
CCN(CC(=O)NCc1ccc(Cl)cc1)C(=O)c1ccc(S(=O)(=O)NCc2ccco2)cc1 | 14.0% | -12.2% | -1.5% | 16.6% | 0.5% | -2.6% | 10.1% | -9.3% | -2.7% | 0.2%
CCN1C(=O)[C@H]2[C@@H](c3ccc(C)cc3)N3C(=O)N(c4cccc(Cl)c4)C(=O)[C@@]3(CC(C)C)[C@H]2C1=O | -5.6% | -0.5% | -1.0% | x | 5.0% | 3.2% | x | -2.1% | -1.1% | x
Cc1ccc(CSc2nnc3c(n2)OC2(Nc4ccccc4-3)C(=O)Nc3ccc(F)cc32)cc1 (stereo not drawn) | -4.9% | -4.4% | -10.1% | 10.0% | -7.4% | -4.5% | -18.3% | -0.4% | -0.6% | u
O=C1CC(c2ccccc2)CC(O)=C1C=NCCN1CCN(Cc2ccccc2)CC1 (stereo not drawn) | -1.7% | 6.9% | 3.7% | 0.9% | -0.8% | -18.9% | -1.6% | -3.7% | -5.9% | 2.6%
O=C(CC1SC(=Nc2ccccc2F)N(CCN2CCOCC2)C1=O)Nc1ccc(F)cc1F (stereo not drawn) | -2.3% | -4.9% | 0.7% | 40.9% | -0.5% | -18.9% | -23.2% | -4.4% | -3.2% | x
Cc1c(OC(C)C(=O)NCc2ccncc2)ccc2c3c(c(=O)oc12)CCC3 (stereo not drawn) | -7.0% | -3.3% | 0.6% | u | 5.3% | 2.3% | -24.0% | 3.4% | -5.3% | 3.4%
CC(C)NC(=O)c1cc2c(-c3ccc(Cl)cc3)nn(C)c2s1 | 13.0% | 0.7% | -0.6% | 4.2% | 2.1% | -29.6% | -7.6% | 9.6% | -9.1% | -7.9%
Cc1ccccc1Cn1nc(C)c(NC(=O)c2noc3c2CCCC3)c1C | 1.9% | -8.2% | x | u | 8.5% | 2.1% | 0.9% | u | -0.4% | -2.7%
CCOC(=O)c1ccc(C(=O)OCC)nc1 | 0.9% | 8.3% | -1.4% | 38.5% | -9.5% | 25.9% | -0.1% | 1.9% | -1.2% | 4.3%
CCCSc1nc2c(c(=O)[nH]c(=O)n2C)n1Cc1ccccc1 | 0.0% | x | -13.1% | u | -0.1% | -16.4% | -15.7% | u | -1.2% | 189.4%[activator]
COc1ccccc1-c1nc(S(=O)(=O)c2ccccc2)c(N2CCOCC2)o1 | 3.0% | -6.5% | 3.3% | -18.3% | 5.9% | -20.9% | -1.4% | -2.3% | 1.9% | -3.6%
COc1ccc(CCNC(=O)CSc2nnc3ccc(-c4ccccn4)nn23)cc1 | -1.6% | x | 1.9% | x | 0.9% | -6.3% | x | x | -0.6% | x

Assay outcomes from PubChem BioAssay.
